GDH-TPI inh – GDH-TPI coupling enzyme inhibitors, primary screen, artefact control for M. tuberculosis FBA inhibitor project, biochemical, absorbance, full deck. GDH-TPI coupled enzyme counterscreen, NADH absorbance. inhibition, % at 4.8 µM. 360,000 compounds, 1.2% hits. AID 588335, 2011; in the data active = inhibition above about 30%;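 note: 0% = DMSO wells and 100% = wells lacking the enzyme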
FBA Mtb inh – Mtb FBA enzyme inhibitors, primary screen, biochemical, fluorescence, strain H37Rv; Fructose-bisphosphate aldolase (Mycobacterium tuberculosis (strain ATCC 25618 / H37Rv)), …; purified M. tuberculosis FBA, fluorescence read-out; inhibition, % at 1 µM; 360,000 compounds, 2.3% hits; AID 588726, 2011; in the data active = inhibition above about 27%;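 note: 0% = vehicle and 100% = reference inhibitor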
Target sequence (P9WQA3 whole entry, looked up): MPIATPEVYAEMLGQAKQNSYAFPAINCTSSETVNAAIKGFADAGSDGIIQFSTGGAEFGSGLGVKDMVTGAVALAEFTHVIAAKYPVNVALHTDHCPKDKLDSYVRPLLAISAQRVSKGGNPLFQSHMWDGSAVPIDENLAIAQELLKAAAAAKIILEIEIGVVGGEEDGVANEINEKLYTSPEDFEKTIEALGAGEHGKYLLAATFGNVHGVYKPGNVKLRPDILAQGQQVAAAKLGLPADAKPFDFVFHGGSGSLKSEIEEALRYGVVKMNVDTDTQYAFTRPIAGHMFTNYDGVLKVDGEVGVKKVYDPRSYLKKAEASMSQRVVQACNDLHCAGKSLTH
PriA SSB inh – inhibitors of Klebsiella pneumoniae PriA binding to SSB C-terminal tail, primary screen, biochemical, AlphaScreen; AlphaScreen SSBct-PriA binding, biotinylated peptide; 430,000 compounds, 0.6% hits; PriA–SSB C-terminal tail interaction (Klebsiella pneumoniae); inhibition, % at 33 µM; in the data active = inhibition mostly above about 37%, no sharp cut-off; inactive = mostly below about 20%;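 note: plate controls were negative control peptide for no effect and reference peptide for full effect; strong numbers were not always called active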
MazF activator – activators of E. coli MazEF toxin-antitoxin RNase, primary screen, biochemical, fluorescence, uHTS; activation, % at 20 µM; 350,000 compounds, 0.32% hits; AID 504720, 2011; Endoribonuclease toxin MazF (Escherichia coli (strain K12)), P0AE70; FAM/BHQ RNA-DNA oligo cleavage fluorescence, 5 h; in the data active = activation above about 50%
Target sequence (P0AE70 whole entry, looked up): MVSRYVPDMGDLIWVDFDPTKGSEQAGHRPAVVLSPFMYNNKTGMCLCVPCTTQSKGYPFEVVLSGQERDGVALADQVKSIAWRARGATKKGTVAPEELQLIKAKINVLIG
DUSP3 inh – VHR1 phosphatase inhibitors, primary screen, biochemical, absorbance, uHTS | 290,000 compounds, 0.52% hits | recombinant VHR phosphatase, pNPP absorbance | AID 1654, 2009 | inhibition, % at 13.3 µM | Dual specificity protein phosphatase 3 (Homo sapiens), P51452; in the data active = inhibition above about 50%; note: some compounds called inactive have numbers as strong as hits
Target sequence (P51452 whole entry, looked up): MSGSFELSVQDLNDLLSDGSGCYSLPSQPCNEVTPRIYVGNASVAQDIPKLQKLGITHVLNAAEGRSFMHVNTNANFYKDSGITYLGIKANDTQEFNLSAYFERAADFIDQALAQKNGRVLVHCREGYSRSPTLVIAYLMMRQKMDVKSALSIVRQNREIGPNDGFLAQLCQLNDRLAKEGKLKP
BH1578 lux ind – inducers of Vibrio cholerae quorum light production without autoinducers, primary screen, BH1578 luxS cqsA deficient, single point; V. cholerae BH1578 lux reporter, luminescence, 6 h; activation, % at 18.7 µM; 350,000 compounds, 0.16% hits; AID 588436, 2011; in the data active = activation mostly above about 9.7%, no sharp cut-off; note: not every result past the cut was called active; inactives centre near 0; reference of the scale not given here
SARS 3CLpro inh – SARS-CoV 3CLpro protease inhibitors, primary screen, biochemical, quenched FRET. Replicase polyprotein 1ab (Severe acute respiratory syndrome coronavirus), P0C6X7. inhibition, % at 6 µM. 290,000 compounds, 0.14% hits. recombinant SARS-CoV 3CLpro, quenched FRET peptide cleavage; in the data active = inhibition above about 12%
UGM FP inh – M. tuberculosis UGM enzyme inhibitors, primary screen, biochemical, fluorescence polarization, single point; 320,000 compounds, 0.06% hits; inhibition, % at 10 µM; purified UGM, fluorescence polarization probe displacement; AID 504406, 2011; UDP-galactopyranose mutase (Mycobacterium tuberculosis (strain ATCC 25618 / H37Rv)), …; in the data active = inhibition above about 10%, passing the limit was not always enough
Target sequence (P9WIQ1 whole entry, looked up): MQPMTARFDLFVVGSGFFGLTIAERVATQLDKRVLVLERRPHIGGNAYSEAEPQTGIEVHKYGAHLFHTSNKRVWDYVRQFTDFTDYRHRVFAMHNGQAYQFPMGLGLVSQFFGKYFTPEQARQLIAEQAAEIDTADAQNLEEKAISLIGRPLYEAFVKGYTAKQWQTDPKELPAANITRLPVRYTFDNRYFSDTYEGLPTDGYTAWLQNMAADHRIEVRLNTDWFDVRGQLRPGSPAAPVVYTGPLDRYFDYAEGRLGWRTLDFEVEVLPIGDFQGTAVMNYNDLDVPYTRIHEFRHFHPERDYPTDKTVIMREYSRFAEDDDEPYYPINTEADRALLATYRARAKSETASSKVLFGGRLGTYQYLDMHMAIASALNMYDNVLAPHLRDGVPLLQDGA
Mtb BioA inh – M. tuberculosis BioA enzyme inhibitors, primary screen, biochemical, plate reader, single point, HTS; inhibition, % at 9.99 µM; 7,8-diaminopelargonic acid synthase BioA (Mycobacterium tuberculosis); purified M. tuberculosis BioA enzyme; 360,000 compounds, 0.096% hits; AID 602481, 2012; in the data active = inhibition above about 40%
Rv3671c inh – Rv3671c serine protease inhibitors, primary screen, biochemical, fluorescence polarization, M. tuberculosis H37Rv; P9WHR9; inhibition, % at 5.96 µM; 320,000 compounds, 0.048% hits; in the data active = inhibition above about 38%;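 note: extracellular domain of Rv3671c used as enzyme; 0% = enzyme with DMSO and 100% = no enzyme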
Numbers without * were called inactive; i = inactive; nt = no result given; & = joins results of further samples. An excerpt; rates above refer to the full screens.

SMILES	GDH-TPI inh	FBA Mtb inh	PriA SSB inh	MazF activator	DUSP3 inh	BH1578 lux ind	SARS 3CLpro inh	UGM FP inh	Mtb BioA inh	Rv3671c inh
CCOC(=O)C1(Cc2ccc(Cl)cc2)CCN(C(=O)c2cc(C)nc(C)n2)CC1	6	1	-21	9	18	i	-5	0.8	1.5	-2
COc1cccc(CNc2ncnc3ccc(-c4c(C)noc4C)cc23)c1	12	-1	-7	5	nt	i	nt	-1.6	4.3	-8
N#Cc1c(N)sc(=S)c2c1CCCC2	-1	0	65*	-4	-11	1.1	-4	6.2	nt	-11
CC(=O)Nc1ccc(NC(=O)c2c(C)nn(Cc3ccccc3Cl)c2C)cc1	7	-1	-1	-15	21	0.1	1	0.1	-0.8	5
CC(C)(C)OC(=O)NCCc1nnc(SCC(=O)c2ccc(Cl)cc2)o1	-13	5	-13	5	8	1.1	-9	0.0	-0.3	1
Cc1ccc(C)c(S(=O)(=O)N2CCN(C(=O)[C@H](C)N3C(=O)C4CC=CCC4C3=O)CC2)c1 (some centres undefined)	-2	4	-7	3	nt	i	nt	1.1	5.8	-3
Nc1cc2c3ccccc3ccc2c2ccccc12	11	62*	-9	15	nt	i	nt	nt	nt	nt
CN(Cc1ccccc1)c1nccn2ccnc12	9	2	nt	nt	nt	i	nt	nt	0.2	nt
COc1ccc(OC)c(N/C=C/C(=O)c2ccccc2)c1	9	-2	-14	-6	-4	i	4	0.4	-0.8	2
C/C(=N\NC(=O)c1ccc([N+](=O)[O-])cc1Cl)c1ccccc1	3	3	nt	8	24	-0.1	3	-6.0	nt	-2
CCc1c(-c2ccccc2)nc2ccccc2c1C(=O)N1CCC2(CC1)OCCO2	-11	2	-14	3	12	i	5	0.2	0.6	-9
CNC(=O)C[C@H]1C(=O)N(c2ccccc2)C[C@@H]1Cc1ccccc1	4	-2	nt	6	nt	-0.5	nt	nt	0.3	nt
C[N+]1(CC(O)COc2ccccc2)CCN(C(=O)c2ccc([N+](=O)[O-])cc2)CC1 (centres undefined)	16	0	0	-1	-10	-0.2	2	1.4	-1.5	-1
CCOC(=O)N1CCC(NC(=O)C2CCN(S(=O)(=O)c3cnc[nH]3)CC2)CC1	5	4	-7	10	4	-0.2	3	1.3	-0.9	-5
O=C(Nc1ccc(OCC(=O)N2CCOCC2)cc1)Nc1cccc2ccccc12	2	4	2	7	25	-0.3	3	0.6	nt	0
Cc1ccc(N2N=C(C(=O)O)CCC2=O)cc1Cl	9	-5	1	4	nt	-0.1	-5	2.1	-1.2	-3
Cc1ccc(C(=O)Nc2cc3ccccc3oc2=O)cc1	-3	-8	-7	4	11	-0.1	-1	-1.3	nt	1
COC(=O)[C@@]1(Cc2ccccc2)[C@H]2C(=O)N(Cc3ccccc3)C(=O)[C@H]2[C@H]2CN=C(SCc3ccc(Cl)cc3)N21	12	-1	-18	-7	nt	i	nt	nt	0.3	nt
Cc1cc(SCC(=O)c2ccccc2)n2nc(C)nc2n1	12	4	-8	-3	-29	-0.2	-1	3.2	-2.9	1
COc1ccc(C(=O)NCc2cccnc2)cc1OC	-1	4	-16	1	-3	-0.4	-1	6.9	-0.4	-1
COc1ccc(C(CNC(=O)c2cc(C)on2)N(C)C)cc1 (centres undefined)	1	4	-5	-10	-6	0.0	-1	-0.4	nt	1
CCC(=O)N1CCc2cc(S(=O)(=O)CCC(=O)NCCC3=CCCCC3)ccc21	10	6	-35	0	6	0.4	-3	1.2	-0.5	5
COc1cc(NC(=O)C2(C)CCCN(C(C)C)C2)cc(OC)c1OC (centres undefined)	12	4	nt	nt	nt	i	nt	nt	-1.0	nt
O=C(O)c1ccc(CNCc2ccc(Cl)cc2)cc1	8	2	-1	9	30	-0.4	4	-2.8	nt	1
COC(=O)c1ccccc1OC(=O)c1cccnc1	4	0	-9	6	42	4.2	5	-1.0	0.1	4
Cc1onc(-c2ccccc2Cl)c1C(O)c1ccc(F)cc1 (centres undefined)	3	1	-18	-8	18	-1.9	1	0.2	2.2	-5
COc1ccc(-n2nc(C(=O)NCC(=O)N3CCN(c4ccccn4)CC3)c3ccccc3c2=O)c(OC)c1	-4	4	2	8	nt	-0.3	nt	0.1	1.1	4
Nc1nc(NS(=O)(=O)c2ccc(Cl)cc2)nn1-c1ccccc1	1	0	-11	1	12	i	1	-0.2	-1.8	1
O=C(NC1CCCc2c1cnn2-c1ccccc1F)c1ccncc1 (centres undefined)	-8	-1	nt	3	nt	i	nt	nt	0.0	nt
CC(=O)NS(=O)(=O)c1ccc(NC(=S)NC(=O)CC(C)C)cc1	-2	-2	-4	0	-6	-0.4	3	-0.6	nt	11
Cc1ccc(NC(=O)c2cc(C)nc3ccccc23)cc1	-10	-4	11	12	6	-0.7	1	1.0	-0.4	-6
CCN1C[C@]2(COC)CC[C@H](OC)[C@@]34C1[C@]1(OCO[C@@]15C[C@H](OC)[C@H]1C[C@@H]3[C@@H]5[C@H]1OC)[C@@H](O)[C@H]24	-8	2	-4	0	nt	-0.7	nt	-1.8	-1.1	3
COc1cc(C(=S)N2CCCC2)cc(Cl)c1OCC(=O)Nc1ccc(C)cc1C	-2	-3	5	1	43	i	-3	-3.3	0.9	-2
O=C(NCc1cccnc1)C1CC(=O)N(c2ccc(F)cc2)C1 (centres undefined)	-9	1	-2	0	2	nt	-4	0.6	1.2	2
O=C(Nc1cccc(Cl)c1)c1cc(S(=O)(=O)N2CCCCC2)c[nH]1	1	3	2	8	10	-0.1	-1	-1.8	0.9	-13
Cc1cccc(NC(=O)CSc2nc3sc(C)cc3c(=O)n2C)c1	0	0	5&-6	-1	nt	-0.8	nt	nt	11	nt
CCCC(=O)Nc1c(-c2cccc(OC)c2)c(=O)c2ccccc2n1C	12	4	2	8	-15	0.6	-3	3.3	8.7	7
COCCCn1c(=NC(=O)c2ccccc2)c(C#N)cc2c(=O)n3cccc(C)c3nc21	-6	174*	-3	11	45	1.6	-2	9.4	-0.8	-3
COc1ccc(CNC(=O)O[C@H]2C[C@@H]3C(=O)N(c4ccccc4)C(=O)[C@@H]3[C@@H]3CN(S(=O)(=O)c4ccc(C)cc4)C[C@]23O)cc1OC	-5	0	nt	7	nt	-0.4	nt	nt	-1.4	nt
CC1CCCN(CCOCCOc2ccc(Cl)cc2Br)C1 (centres undefined)	8	3	-14	-3	-1	-0.2	2	0.1	-3.2	3

Entries of single compounds, quoted from the list.
COc1cc(NC(=O)C2(C)CCCN(C(C)C)C2)cc(OC)c1OC (centres undefined) in the list: GDH-TPI inh = 12; FBA Mtb inh = 4; PriA SSB inh = nt; MazF activator = nt; DUSP3 inh = nt; BH1578 lux ind = i; SARS 3CLpro inh = nt; UGM FP inh = nt; Mtb BioA inh = -1.0; Rv3671c inh = nt
COCCCn1c(=NC(=O)c2ccccc2)c(C#N)cc2c(=O)n3cccc(C)c3nc21 in the list: GDH-TPI inh = -6; FBA Mtb inh = 174*; PriA SSB inh = -3; MazF activator = 11; DUSP3 inh = 45; BH1578 lux ind = 1.6; SARS 3CLpro inh = -2; UGM FP inh = 9.4; Mtb BioA inh = -0.8; Rv3671c inh = -3

More compounds.
SMILES	GDH-TPI inh	FBA Mtb inh	PriA SSB inh	MazF activator	DUSP3 inh	BH1578 lux ind	SARS 3CLpro inh	UGM FP inh	Mtb BioA inh	Rv3671c inh
O=C(NCc1ccccn1)c1cc2n(n1)C(C(F)(F)F)CC(c1ccco1)N2 (centres undefined)	4	-1	-5	-3	40	-0.9	-2	-1.3	0.5	-11
Cc1cc(C)n2c(SC/C(O)=C(\C#N)c3nc4ccccc4[nH]3)nnc2n1	10	2	nt	5	3	-0.3	-1	0.2	-0.4	4
Cc1cc(=O)n(-c2ccccc2)n1C	-7	0	3	4	nt	-0.3	nt	nt	0.5	-3
Cc1cc(C)nc(N(C#N)CC(=O)N(c2ccccc2)C(C)C)n1	3	-2	-21	-9	10	i	1	nt	-0.7	7
Cc1cccc(NC(=O)/C(=C\c2ccco2)NC(=O)c2cccs2)c1	26	0	6	-2	15	-0.6	0	-1.8	0.8	-8
CCC1(C)COC(c2ccc(OC)c(OC)c2)OC1 (centres undefined)	0	-2	-9	5	nt	3.4	nt	nt	0.3	nt
CC(O)CNCCOc1cccc(Oc2ccccc2)c1 (centres undefined)	-2	-2	2	6	19	i	-1	-2.3	nt	9
CCn1c(=O)cc(OCC(=O)NCCC(C)C)c2ccccc21	7	-1	-3	1	38	-0.2	0	1.7	-0.7	3
CCOC(=O)c1cc(NC(=O)NC2CCCCC2)c(C)nc1C	-7	5	-14	1	17	-0.4	-1	1.1	-1.0	0
C=CC[C@@H](CC(=O)N(CCO)Cc1ccccc1)C(=O)N[C@H](COC(=O)[C@@H](CC=C)CC(=O)OC(C)(C)C)Cc1ccccc1	5	-1	-10	-5	nt	i	nt	nt	-0.9	3
CC1CCCCN1CCn1cnc2c([nH]c3ccccc32)c1=O (centres undefined)	5	4	-9	2	-10	i	4	-0.9	-0.8	-8
CCOC(=O)c1c(NC(=O)CN2C(=O)C(=O)N(CC(C)C)C2=O)sc(C)c1CC	9	1	-1	4	nt	i	nt	0.6	nt	-3
COc1ccc(CC(=O)Nc2nc(OCCN3CCCC3=O)cnc2-c2cccc(C(F)(F)F)c2)cc1	8	-2	nt	nt	nt	-0.3	nt	nt	1.1	nt
Cc1c(C(=O)NCCC2=CCCCC2)oc2ccc(S(=O)(=O)N3CCC4(CC3)OCCO4)cc12	4	2	1	-7	28	-2.9	1	-3.1	-3.1	-7
CC(=O)Nc1ccc(OCC(=O)Nc2ccc(Cl)c(S(=O)(=O)N3CCOCC3)c2)cc1	-7	-1	nt	nt	nt	i	nt	-1.2	6.5	1
O=C(OCc1cccc([N+](=O)[O-])c1)c1cc(=O)[nH]c2ccccc12	nt	nt	nt	nt	18	nt	2	1.2	nt	-4
CC[C@@]1(C(=O)OC)N[C@H](CN(C)C(C)=O)[C@@H]2C(=O)N(Cc3ccccc3)C(=O)[C@@H]21	-14	-1	-3	-30	nt	i	nt	nt	-2.0	-2
COc1ccccc1CC(NC(C)=O)C(=O)NC1CCN(C(=O)Nc2ccccc2C)CC1 (centres undefined)	8	-4	-14	5	0	-6.9	-1	0.4	-1.6	-9
CN1/C(=C/C(=S)NC(=O)C2CCC2)C(C)(C)c2ccccc21	22	-10	8	-7	26	i	0	-1.9	-0.8	-23
CCCCCn1c(C(C)NC(=O)CCC)nc2ccccc21 (centres undefined)	-9	1	-8	6	8	0.4	-4	-2.6	-1.6	-4
Cc1ccc(OCC(=O)NNC(=O)c2ccco2)c(C)c1	8	-1	3	5	0	i	0	0.1	-0.7	2
COc1ccc(NS(=O)(=O)c2ccc(NC(C)=O)cc2)cc1OC	-10	1	-7	1	-9	-0.7	0	-0.5	0.9	0
COc1cc2nc(CN3C(=O)c4ccccc4C3=O)oc(=O)c2cc1OC	5	2	-16	5	29	-0.6	1	-2.6	-0.6	0
CCCn1c(N)c(N(CCOC)C(=O)CSc2cc(C)c3ccccc3n2)c(=O)[nH]c1=O	8	6	5	-3	nt	-1.4	nt	nt	-1.5	nt
Nc1ncnc2c1ncn2C1CCCC(CO)O1 (centres undefined)	-15	0	-11	1	nt	-1.7	nt	nt	-1.2	nt

Bioassay records from PubChem.
